# EPAC2 agonist: EPAC2 (human) agonism | Q8WZA2 | EPAC2 activation, biochemical qHTS; response scale: 100% = 6.5 mM cAMP response | Potency, µM (doses to about 154 µM), for inactives: at the highest dose activation, most hits filed as activators | 360,000 tested, 0.079% active | AID 720711; also: nearly all actives have a fitted effect of over 50% in size
# Target sequence (Q8WZA2 whole entry, looked up): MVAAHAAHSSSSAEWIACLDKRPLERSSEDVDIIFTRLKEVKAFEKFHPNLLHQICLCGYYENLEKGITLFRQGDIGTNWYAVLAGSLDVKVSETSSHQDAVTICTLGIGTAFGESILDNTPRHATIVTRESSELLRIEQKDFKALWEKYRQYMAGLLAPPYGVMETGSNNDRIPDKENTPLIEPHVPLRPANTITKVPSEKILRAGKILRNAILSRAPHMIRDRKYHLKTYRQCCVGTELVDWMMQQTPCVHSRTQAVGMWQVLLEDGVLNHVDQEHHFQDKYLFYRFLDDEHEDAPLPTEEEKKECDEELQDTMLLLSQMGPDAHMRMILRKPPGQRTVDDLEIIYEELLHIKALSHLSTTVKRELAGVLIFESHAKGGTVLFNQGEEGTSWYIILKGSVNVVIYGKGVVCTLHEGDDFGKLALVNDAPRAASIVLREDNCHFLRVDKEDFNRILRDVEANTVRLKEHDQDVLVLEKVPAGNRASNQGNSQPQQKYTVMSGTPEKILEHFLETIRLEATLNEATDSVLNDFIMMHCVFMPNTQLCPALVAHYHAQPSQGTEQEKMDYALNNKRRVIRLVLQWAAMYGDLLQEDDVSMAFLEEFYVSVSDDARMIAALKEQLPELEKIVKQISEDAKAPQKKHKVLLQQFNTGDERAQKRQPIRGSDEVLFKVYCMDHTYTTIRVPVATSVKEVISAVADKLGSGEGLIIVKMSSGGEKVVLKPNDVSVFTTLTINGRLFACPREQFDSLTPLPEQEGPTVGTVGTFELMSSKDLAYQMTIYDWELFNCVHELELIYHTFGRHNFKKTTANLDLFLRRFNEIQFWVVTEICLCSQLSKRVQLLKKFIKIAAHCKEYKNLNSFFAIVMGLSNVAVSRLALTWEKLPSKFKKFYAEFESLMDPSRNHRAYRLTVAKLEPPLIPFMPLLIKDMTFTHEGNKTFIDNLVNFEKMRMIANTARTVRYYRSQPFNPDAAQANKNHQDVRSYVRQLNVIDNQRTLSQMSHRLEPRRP
#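 qHTS, titration series. 100 nM EPAC2 / 250 nM Rap1B-BODIPY-GDP / 50 uM GDP; RT; ex 480/em 540 nm, 5-min reads to 30 min. Norm. to 6.5 mM cAMP = activation.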
# FUS yeast rescue: suppressors of FUS proteinopathy in yeast | Potency, µM (series often up to 76.6 µM), without a hit: at the highest dose growth rescue (activation), usual class: activators | S. cerevisiae FUS-expressing, growth rescue, OD600, 24 h | 390,000 tested, 0.24% active;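 also: plate controls were DMSO vehicle for no effect and reference control for full effect; nearly all actives have a fitted effect of over 55% in size; some results filed as inactive show a strong effect at the top dose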
#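 Yeast FUS proteinopathy model; galactose-induced FUS (2%), starting OD 0.005. Cpds in dilution series, 24hr, 30C, 99% humidity. Abs 600 nm growth. Pos ctrl CP55940 (top 92uM final); neg ctrl DMSO.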
# EPAC2 antagonist: blocks human EPAC2 exchange factor | EPAC2 GEF exchange of Rap1B-BODIPY-GDP, fluorescence | 360,000 tested, 0.18% active | Potency, µM (highest dose often 114 µM), for inactives: at the highest dose activity, negative = inhibition, usual class: inhibitors | AID 720708 | Q8WZA2; also: % is scaled to controls: 0 for no effect and ±100 for the full control effect; nearly all actives have a fitted effect of over 45% in size; many of its hits are not listed in these tables
# EPAC1 agonist: activates human EPAC1 exchange factor; AID 720707; Potency, µM (series often up to 154 µM), for the others: top-dose activation, hits mostly activators; 360,000 tested, 0.073% active; EPAC1 agonist qHTS, biochemical assay; response scale: 100% = response to 6.5 mM cAMP; O95398; also: nearly all actives have a fitted effect of over 60% in size
#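 Nucleotide exchange assay: 100 nM EPAC1 with 250 nM Rap1B loaded with BODIPY-GDP and 50 uM GDP, room temperature. Fluorescence (480/540 nm) read every 5 min for 30 min; signal change normalized to 6.5 mM cAMP as full agonist.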
# TDP-43 yeast inh: inhibitors of TDP-43 toxicity in yeast. 410,000 tested, 1.8% active. AID 652104. Potency, µM (top dose mostly 46.1 µM), inactives show at the highest dose growth rescue (activation), most hits filed as activators. TDP-43 expressing yeast growth rescue, BacTiter-Glo, 24 h; also: % of control where 0% means no effect; nearly all actives have a fitted effect of over 50% in size
#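 Luminescence from BacTiter-Glo reports growth of TDP-43-expressing yeast after 24 hr at 30 deg C with compound. Cells were raffinose-pregrown to mid-log, then seeded in galactose medium at OD600=0.02.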
# EPAC1 antagonist: antagonists of human EPAC1 | O95398 | EPAC1 GEF assay, Rap1b-BODIPY-GDP exchange fluorescence | Potency, µM (series often up to 115 µM), without a hit: at the top dose activity change, negative = inhibition, usual class: inhibitors | 360,000 tested, 0.14% active | AID 720709;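 also: plate controls were vehicle for no effect and positive control for full effect; nearly all actives have a fitted effect of over 50% in size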
# PTHR1 ag: agonists of human PTHR1 parathyroid hormone receptor; Q03431; HEK293 GP2 PTHR1 cells, GloSensor cAMP luminescence, 1 h; Potency, µM (doses to about 115 µM), for the others: at the top dose activation, most hits filed as activators; 410,000 tested, 0.075% active; AID 743266; also: nearly all actives have a fitted effect of over 55% in size; some results filed as inactive show a strong effect at the top dose; inactives centre near -15; many of its hits are not listed in these tables
#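 HEK-293-derived GP2 cells expressing PTHR1 and a GloSensor cAMP reporter, 3,000/well, plated overnight, given luciferin plus IBMX (each 0.5 mM as added) for 1 h at 37 °C, then compound for 1 h at 37 °C. Luminescence was read after 15 min at room temperature.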
# aSyn rescue: alpha-synuclein toxicity inhibition in yeast | Yeast expressing alpha-synuclein, growth rescue, BacTiter-Glo, 24 h | Potency, µM (highest dose often 46.1 µM), for the others: at the highest dose growth rescue (activation), usual class: activators | 370,000 tested, 0.14% active; also: % of control where 0% means no effect; nearly all actives have a fitted effect of over 65% in size
#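 Rescue of yeast growth: cells expressing toxic alpha-synuclein, induced in galactose at OD600 0.02, incubated with compound 24 h at 30 C. ATP luminescence quantified growth; inhibitors of toxicity appear as activators.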
# Numbers without * were called inactive; i = inactive; ? = inconclusive; / = no result given; [ ] = dose if it differs, or a comment. Calls follow the shape of the dose curve; as a rule, active = well fitted curve in the direction sought with a large enough effect; inconclusive = small, poorly fitted or top-dose-only effect, or another doubt; inactive = no such curve, though single readings can be large; an effect the other way counts as inactive or inconclusive. Potency is read from the fitted curve at half-maximal effect. These rows are one share of the data; rates above refer to the full screens.
no.	structure	EPAC1 agonist	EPAC2 antagonist	FUS yeast rescue	EPAC1 antagonist	PTHR1 ag	aSyn rescue	TDP-43 yeast inh	EPAC2 agonist
1	O=C(C(=Cc1ccccc1)CN1CCCCC1)c1ccccc1	25%	-11%	/	-15%	-48%[inhibitor]	-4%	11%	?
2	Cc1cc(C)cc(OCCCn2ccnc2)c1	3%	-12%	-19%	15%	i	-2%	2%	12%
3	O=[N+]([O-])c1ccc(/C=C/c2ccc3ccccc3n2)cc1	12%	-7%	-3%	7%	-26%	-18%	3%	0%
4	CCCSC1=N/C(=C\c2ccc([N+](=O)[O-])o2)C(=O)S1	1%	-1%	31%	-8%	i	-6%	-92%[inhibitor]	2%
5	CCC(=O)O/N=C(\N)c1ccc(Oc2cc(C)c(Cl)c(C)c2)c([N+](=O)[O-])c1	6%	-5%	-8%	-25%	0%	-18%	10%	14%
6	COc1cc(C=O)ccc1OCc1ccc(Cl)nc1	-6%	-2%	7%	-13%	-65%[inhibitor]	-18%	?	2%
7	CC(C)C1Nc2ccc(C(=O)N3CCN(c4ccccn4)CC3)cc2NC1=O (configuration not stated)	2%	-6%	3%	-10%	-9%	-4%	-5%	-1%
8	COc1ccccc1CN(C)C(=O)C1COc2ccccc2O1 (configuration not stated)	-1%	6%	18%	4%	i	11%	24%	-4%
9	CC(=O)c1noc(C)c1C(=O)Nc1nccs1	-2%	2%	/	8%	i	2%	-48%[inhibitor]	4%
10	O=C(Nc1ccc(C(=O)N2CCCCC2)cc1)C1CCCCC1	-9%	-11%	14%	3%	i	-10%	0%	-6%
11	COc1ccc(Cl)cc1NC(=O)CN1C(=O)CC(C)S(=O)(=O)c2ccccc21 (configuration not stated)	-5%	1%	6%	-9%	-47%	1%	-18%	-5%
12	O=C1C2C3C=CC(C3=C3CCCCC3)C2C(=O)N1c1ccccc1 (configuration not stated)	2%	0%[57.1 µM]	-26%	0%	i	13%	20%	3%
13	O=C(c1ccccc1)C1CCN(C(=O)C2CCC(=O)N(Cc3ccccc3F)C2)CC1 (configuration not stated)	-9%	6%	14%	-8%	-15%	7%	4%	-10%
14	COc1cc(NC(=O)CC(C)S(=O)(=O)c2cc3c(cc2C)NC(=O)CO3)cc(OC)c1OC (configuration not stated)	13%	-7%	-2%	-15%	i	1%	-13%	3%
15	OC1CCCN(CC(O)COC(c2ccccc2)c2ccccc2)C1 (configuration not stated)	-9%	3%	8%	?	-3%	-5%	-10%	6%
16	C=CCn1c(-c2ccccc2OCC)n[nH]c1=S	4%	10%	-6%	9%	i	-1%	4%	10%
17	O=C(NCCCn1ccnc1)c1c(F)cccc1F	3%	-4%	1%	-2%	i	-2%	?	6%
18	CCOC(=O)c1sc(/N=C/Nc2nc(C)c(C(=O)OCC)s2)nc1C	-6%	-14%	17%	-9%	-14%[57.5 µM]	-3%	-13%	-4%
19	Cc1c(C(=O)O)[nH]c2ccc([N+](=O)[O-])cc12	-5%	-8%	17%	3%	-39%[inhibitor]	-4%	10%	0%
20	COc1ccc(CC(=O)NC2CCCCCC2)c(OC)c1	1%	4%	26%	-10%	i	0%	23%	-3%
21	COc1ccc(CNC(=O)COC(=O)CNC(=O)c2sc3ccccc3c2Cl)cc1OC	13%	-17%	3%	2%	-12%	1%	-4%	6%
22	CCc1ccccc1Oc1coc2cc(O)ccc2c1=O	1%	-29%	-27%	?	-61%[inhibitor]	-25%	8%	7%
23	Cc1cccc(-c2nc(=S)c3c(n2Cc2ccco2)CCCC3)c1	5%	-2%	21%	-13%	12%[57.5 µM]	-21%	2%	-1%
24	CC(=O)c1cccc(NC(=O)Nc2ccc(C(=O)N3CCCC3)cc2)c1	-2%	4%	15%	2%	i	-1%	-11%	-4%
25	Cn1ncc(C#N)c1NC(=O)C1CC(c2c(F)cccc2Cl)=NO1 (configuration not stated)	7%	0%	-12%	5%	-13%[57.5 µM]	1%	-16%	7%
26	CCC(=O)Nc1cccc(-c2nc3ncccc3o2)c1C	7%	7%	-12%	19%	-2%	8%	19%	8%
27	CN(Cc1ccccc1N1CCCC1)C(=O)c1cc2ccccc2o1	9%	?	17%	-1%	-24%	17%	-2%	16%
28	O=C(CN1C(=O)NC2(CCCC2)C1=O)NCc1ccccc1	-7%	3%	7%	-19%	22%	0%	-1%	4%
29	Cc1ccccc1-n1nc(C(=O)O)cc1-c1ccccc1	-2%	10%	-11%	-1%	i	4%	-16%	0%
30	COc1ccc(/C=N/N2CCN(C)CC2)c(OC)c1OC	-7%	0%	-5%	17%	i	2%	20%	4%

# An excerpt of these results, with values under each structure:
# Each structure is followed by: EPAC1 agonist	EPAC2 antagonist	FUS yeast rescue	EPAC1 antagonist	PTHR1 ag	aSyn rescue	TDP-43 yeast inh	EPAC2 agonist
18. CCOC(=O)c1sc(/N=C/Nc2nc(C)c(C(=O)OCC)s2)nc1C
→ -6%	-14%	17%	-9%	-14%[57.5 µM]	-3%	-13%	-4%
29. Cc1ccccc1-n1nc(C(=O)O)cc1-c1ccccc1
→ -2%	10%	-11%	-1%	i	4%	-16%	0%

# (list continues)
no.	structure	EPAC1 agonist	EPAC2 antagonist	FUS yeast rescue	EPAC1 antagonist	PTHR1 ag	aSyn rescue	TDP-43 yeast inh	EPAC2 agonist
31	COc1cccc(C2=NOC(C(=O)NC(C)C)C2)c1 (configuration not stated)	3%	8%	7%	8%	i	-11%	-13%	4%
32	Cc1nn(-c2ccccc2)c(Cl)c1C(=O)Nc1c(C)n(C)n(-c2ccccc2)c1=O	2%	2%	11%	12%	?	0%	-26%	6%
33	COc1ccc(Cl)cc1NC(=O)c1noc2c1CCCC2	11%	0%	4%	-4%	i	-2%	6%	19%
34	Cc1ccc(S(=O)(=O)CCC(=O)c2ccc(O)cc2O)cc1	2%	-2%	19%	5%	-36%	7%	14µM*	-2%
35	CC1(C)Cc2c(cnn2-c2cccc(F)c2)C(NC(=O)CN2CCCC2=O)C1 (configuration not stated)	1%	4%	6%	-3%	-20%	0%	4%	5%
36	O=C(Nn1cnc2ccccc2c1=O)c1ccccc1[N+](=O)[O-]	12%	1%	-11%	-6%	i	0%	-15%	4%
37	Cc1cccc(NC(=O)c2ccc(N3C(=O)C4CCCCC4C3=O)cc2)c1C (configuration not stated)	8%	-12%	17%	3%	-66%[inhibitor]	1%	25%	7%
38	COc1ccc(-c2noc(N3CCC(C(=O)Nc4ccccc4F)CC3)n2)cc1	-3%	8%	-24%	5%	-31%[inhibitor]	-3%	7%	3%
39	CC(=O)N1CCOc2ccc(S(=O)(=O)N3CCN(c4cc(C)ccc4C)CC3)cc21	16%	-17%	?	-3%	-7%	5%	1%	6%
40	COC(=O)c1ccsc1NC(=O)CSc1nnnn1Cc1ccccc1	14%	-6%	-4%	-13%	-20%[57.5 µM]	-1%	8%	19%
41	CCN1C(=O)[C@H]2[C@@H](c3ccc(C)cc3)N3C(=O)N(c4ccccc4)C(=O)[C@@]3(CC)[C@H]2C1=O	-4%	0%	-29%	12%	i	1%	21%	2%
42	CN1C(=O)/C(=C/c2ccc3c(c2)OCO3)N=C1c1ccccc1	-46%[inhibitor]	22%	/	-19%	0%	-3%	14%	-110%[inhibitor]
43	CC(O)(c1ccc(F)c(F)c1)c1nc(-c2ccc3ccccc3c2)cs1 (configuration not stated)	-7%	-10%	21%	-11%	-71%[inhibitor]	-16%	18%	5%
44	CC1CN(C(=O)c2ccc(-c3ccccc3Cl)o2)CC(C)O1 (configuration not stated)	?	1%	34%	-6%	-40%	1%	21%	8%
45	O=C(Nc1ccc([N+](=O)[O-])cc1)Nc1ccon1	7%	7%	14%	2%	-4%	-2%	-6%	1%
46	O=C(CCCc1nc(-c2ccc(Cl)cc2)no1)N1CCOCC1	-2%	2%	32%	14%	i	21%	-15%	-4%
47	CCN(CC(=O)Nc1cccc(OC)c1)C(=O)c1ccc(C)s1	2%	10%	22%	3%	i	-7%	-6%	5%
48	COc1ccccc1N1CCN(CC(=O)c2ccc(F)cc2)CC1	5%	-4%	-14%	-23%	-3%	8%	-11%	2%
49	COc1nc(=O)n(C2CCCO2)cc1C (configuration not stated)	1%	-20%	/	-13%	24%	0%	-1%	6%
50	Cc1nnc(NC(=O)C2=COCCO2)s1	5%	-7%	-21%	-14%	-17%	6%	-2%	9%
51	Cc1nn(C)cc1NC(=O)CC12CC3CC(CC(C3)C1)C2	-4%	4%	2%	-5%	i	-8%	28%	-4%
52	COc1ccc(/C=C/C(=O)c2ccc(NC(=O)c3cccs3)cc2)cc1OC	3%	6%	32%	4%	-11%[57.5 µM]	6%	?	11%
53	NC(=O)c1cccc(-c2ccnc3c2CC(C(=O)Nc2cccc(C(F)(F)F)c2)O3)c1 (configuration not stated)	-10%	-25%	41%	-10%	-73%[inhibitor]	-3%	5%	4%
54	O=C(O)CC(SCC(=O)Nc1ccccc1)C(=O)O (configuration not stated)	0%	13%	4%	11%	i	1%	-2%	-1%
55	CCOc1ccc(N=C2C(=O)Nc3ccc(C)c(Br)c32)cc1	0%	?	-3%	?	i	1%	-11%	-1%
56	Cc1ccc2nsnc2c1S(=O)(=O)NCc1cccnc1	0%	6%	4%	0%	i	7%	19%	2%
57	COC(=O)[C@]1(C)N[C@H](CN(C)S(=O)(=O)c2ccc(OC)cc2)[C@@H]2C(=O)N(C)C(=O)[C@@H]21	0%	-5%	-5%	3%	-8%	-8%	8%	2%
58	Cc1ccc(NC(=O)CCc2ccc(S(=O)(=O)NC3CCCCC3)cc2)cc1	-12%	0%	-1%	-2%	-10%	4%	24%	-17%
59	CCOc1ccc(S(=O)(=O)Nc2cccc(C(=O)NCC(c3ccc(OC)cc3)N3CCOCC3)c2)cc1 (configuration not stated)	-1%	-1%	30%	-7%	i	13%	2%	10%
60	CC1(C)C(=O)Nc2ccccc2N1C(=O)COC(=O)c1ccc([N+](=O)[O-])o1	1%	-9%	/	-13%	-18%	-3%	-28%	10%
61	CN1CCN(NC(=O)Nc2cccc(F)c2)CC1	11%	2%	-3%	-4%	-18%	-6%	3%	5%
62	CC(=O)NC(=S)Nc1cccc([N+](=O)[O-])c1	-1%	-2%	3%	-7%	i	4%	?	4%
63	CC1CC(C)(C)N(C(=O)CSc2ccc(-c3ccc(F)cc3)nn2)c2ccccc21 (configuration not stated)	14%	-19%	22%	-10%	6%[57.5 µM]	0%	?	10%
64	CN(C)n1cccc1/C=C(\C#N)S(=O)(=O)c1ccc(Cl)cc1	5%	-15%	6%	-8%	-10%	8%	0%	18%

# Compound activity: PubChem BioAssay, National Center for Advancing Translational Sciences (NCATS)
